CatB mixtures = cathepsin B inhibitors from pooled compounds, primary screen, biochemical, compound mixtures, AMC fluorescence. 62,000 compounds, 0.06% hits. inhibition, %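 (ten-compound pools at 5 µM per compound and 50 µM total)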. P07858. Purified cathepsin B, AMC dipeptide fluorescence; in the data active = inhibition above about 22%, passing the limit was not always enough;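 note: 0% = enzyme without compound and 100% = no enzyme blank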
C1s inh = complement C1s protease inhibitors, primary screen, biochemical, 10-compound mixtures; Complement C1s subcomponent (Homo sapiens), P09871; purified C1s, fluorogenic AMC substrate, pooled mixtures; mean inhibition % of two 10-compound mixtures (active compounds read high), % at 5 µM (by protocol); 62,000 compounds, 0.16% hits; AID 538, 2006;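 active = inhibition above 20% in each of the two 10-compound mixture wells holding the compound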;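 note: 0% = enzyme wells lacking compound mixture and 100% = no-enzyme blank wells; some compounds called inactive have numbers as strong as hits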
CatB block = human cathepsin B inhibitors, primary screen, biochemical, fluorogenic substrate. P07858. 63,000 compounds, 0.1% hits. AID 453, 2006. purified cathepsin B, fluorescence. inhibition, %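 (tested at 10 µM)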; in the data active = inhibition above about 21%;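 note: 0% = enzyme with no compound and 100% = no enzyme blank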
A340 absorber = compound light absorbance at 340 nm, profiling panel, artefact control, biochemical, MLSMR library, data from PS, PMK, MK assays. compound absorbance at 340 nm, fold over control. fold change at 10 µM. 65,000 tested, under 10 active;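 active = at 10 µM dose, initial 340 nm absorbance at least 2 fold that of control wells; inactive = change under 2 fold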;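 note: initial absorbance extrapolated from kinetic A340 decline of NADH oxidation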
FXIIa mix inh = human factor XIIa inhibitors, primary screen, biochemical, pooled compound mixtures, fluorogenic substrate; Coagulation factor XII (Homo sapiens), P00748; purified FXIIa; inhibition, % at 5 µM; 62,000 compounds, 0.2% hits;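 note: 0% = enzyme without compound and 100% = no enzyme blank; some results filed as inactive read as strong as hits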
Target sequence (P00748 20-372 limits assumed): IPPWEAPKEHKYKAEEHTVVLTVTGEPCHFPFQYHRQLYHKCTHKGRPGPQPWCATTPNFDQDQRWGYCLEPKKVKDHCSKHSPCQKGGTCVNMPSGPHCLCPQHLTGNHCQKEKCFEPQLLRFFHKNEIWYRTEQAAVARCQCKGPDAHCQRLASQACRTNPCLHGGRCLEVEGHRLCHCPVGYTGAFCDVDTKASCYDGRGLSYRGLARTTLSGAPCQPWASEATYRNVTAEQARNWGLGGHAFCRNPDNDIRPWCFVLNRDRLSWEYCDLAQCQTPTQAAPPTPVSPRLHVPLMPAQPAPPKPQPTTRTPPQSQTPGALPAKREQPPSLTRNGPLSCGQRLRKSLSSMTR
Target sequence (P00748 373-615 limits assumed): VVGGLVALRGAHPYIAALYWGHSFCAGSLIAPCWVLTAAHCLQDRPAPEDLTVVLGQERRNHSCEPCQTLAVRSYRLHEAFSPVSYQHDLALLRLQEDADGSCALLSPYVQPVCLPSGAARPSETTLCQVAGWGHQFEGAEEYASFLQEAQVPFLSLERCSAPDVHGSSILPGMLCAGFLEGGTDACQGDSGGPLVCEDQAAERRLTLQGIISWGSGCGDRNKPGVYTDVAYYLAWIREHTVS
FXIa mix inh = FXIa protease inhibitors in compound pools, primary screen, biochemical, 10-compound mixtures. Coagulation factor XI (Homo sapiens), P03951. purified FXIa, fluorogenic substrate, pooled mixtures. inhibition, % at 5 µM. 62,000 compounds, 0.19% hits;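 note: each value is inhibition by a whole ten-compound pool holding the compound; 0% = enzyme with no mixture and 100% = wells lacking enzyme; strong numbers were not always called active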
CatS inh = inhibitors of human cathepsin S, biochemical, compound mixtures; recombinant cathepsin S, AMC dipeptide fluorescence, pooled mixtures; inhibition, %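 (tested at 5 µM per compound within 10-compound mixtures)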; 62,000 compounds, 0.06% hits; AID 501, 2006; in the data active = inhibition above about 32%, passing the limit was not always enough;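 note: 0% = enzyme without compound and 100% = blank without enzyme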
Cathepsin G inh = human cathepsin G inhibitors, primary screen, biochemical, pooled compound mixtures, AMC fluorescence | inhibition, % at 5 µM (by protocol) | P08311 | 62,000 compounds, 0.2% hits | AID 581, 2007 | purified enzyme, AMC-tetrapeptide fluorescence;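 active = inhibition above 20% in each of the two mixture wells holding the compound; inactive = inhibition of 20% or less in either well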;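 note: 0% = enzyme control without mixture and 100% = blank lacking enzyme; strong numbers were not always called active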
Target sequence (P08311 21-244 limits assumed): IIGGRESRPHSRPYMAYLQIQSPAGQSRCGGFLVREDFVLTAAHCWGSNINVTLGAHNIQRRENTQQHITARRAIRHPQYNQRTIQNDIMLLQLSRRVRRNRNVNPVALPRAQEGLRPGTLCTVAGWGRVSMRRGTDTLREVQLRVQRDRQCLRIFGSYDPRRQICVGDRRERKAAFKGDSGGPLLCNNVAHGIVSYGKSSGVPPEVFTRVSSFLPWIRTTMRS
CatL inh = inhibitors of human cathepsin L, biochemical; Procathepsin L (Homo sapiens), P07711; purified cathepsin L, fluorogenic substrate, fluorescence; inhibition, %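 (tested at 10 µM)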; 58,000 compounds, 0.17% hits; in the data active = inhibition above about 45%;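 note: 0% = enzyme with no compound and 100% = no enzyme blank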
* marks the source's active call; other numbers are inactive results; . = not tested or not shown. Cut-off read from the data, not from the text of the source, unless noted: active = inhibition above about 20% (passing the limit was not always enough); inactive = the rest. A portion of the library. The share of hits here may be higher or lower than overall.

CatB mixtures	C1s inh	CatB block	A340 absorber	FXIIa mix inh	FXIa mix inh	CatS inh	Cathepsin G inh	CatL inh	canonical_smiles
2	6	9	1	-1	5	-15	8	7	CS(=O)(=O)C1=C(O)C(=O)N(c2ccccc2)C1c1ccccc1 (stereo not given)
5	-26	-6	0.99	7	5	2	2	11	CS(=O)(=O)N1CCCC(C(=O)NCCCN2CCOCC2)C1 (stereo not given)
2	14	0	1	6	9	2	13	-2	CC(=O)Nc1ccc(NC(=O)c2ccccc2N(C)S(C)(=O)=O)cc1
2	-13	0	1.1	0	-3	-15	-11	-26	Cc1cc2nc(-c3ccc(NC(=O)C(C)C)cc3)oc2cc1C
-1	-20	0	1.1	6	3	41	-3	.	CCC(C)NC(=O)c1cnc2n(c1=O)CCS2 (stereo not given)
3	-20	7	1.1	5	14	6	-1	1	S=C(c1ccc(-c2ccccc2Cl)o1)N1CCOCC1
5	9	4	1.1	3	1	-3	31	-8	Cc1c(-c2cccs2)[n+](=O)c2c(n1[O-])CCCCC2
1	10	3	0.98	10	10	1	31	-5	CCOC(=O)c1nn(-c2ccccc2)c(C#N)c1NC(=O)c1nn(CC)cc1Br
-4	3	2	1	-13	-3	-2	8	.	O=C(COc1ccc(S(=O)(=O)NCc2ccccc2)cc1)NCC1CCCO1 (stereo not given)
-2	-51	-2	1	0	-5	5	-4	10	CCOC(=O)Cn1c(CN2CC(C)OC(C)C2)nc2c1c(=O)n(C)c(=O)n2C (stereo not given)
0	-63	5	1	0	0	4	2	20	CC(NS(C)(=O)=O)C(c1cccs1)N1CCN(C)CC1 (stereo not given)
4	7	2	1	0	6	-1	9	0	O=C1c2cccc3cccc(c23)N1CN1CCN(c2ccccn2)CC1
4	-6	1	1	4	0	-9	8	-4	CCOc1ccc(NC(=O)NCCN2C(C)CCCC2C)cc1 (stereo not given)
3	2	2	1	-1	1	11	6	1	COc1ccc(-c2nnc(SCc3ccccc3F)o2)cc1OC
-2	-11	1	1.1	4	2	1	-11	8	COc1ccc2cc(CCNC(=O)c3ccc(Br)o3)c(=O)[nH]c2c1
3	18	8	1	14	5	-4	13	-6	COc1ccc(OCc2nn3c(Cn4cnc5ccccc54)nnc3s2)cc1
6	15	-1	1.2	-1	8	-7	11	-1	COCCN(CCOC)S(=O)(=O)c1ccc(C(=O)Nc2nc(C)c(C(C)=O)s2)cc1
4	19	1	1	2	9	-5	12	-3	O=C(NCc1ccccn1)c1ccc2ccccc2n1
8	4	-6	1	6	10	13	2	27	CCC(C)(C)n1nnnc1C(CC(C)C)N1CCC(C(N)=O)CC1 (stereo not given)
1	16	0	0.99	6	8	0	13	1	COCc1[nH]nc2c1C(C1C=CCCC1)C(C#N)=C(N)O2 (stereo not given)
-1	-31	1	1	3	-2	-3	-11	-2	O=C(CCNc1ccc(F)cc1)c1ccco1
2	-5	2	1	3	0	-6	-7	-1	CC(=O)c1cccc(NC(=O)CCOc2ccccc2)c1
-4	-22	2	1.1	8	5	7	-3	2	COC(=O)c1cc(OC)c(OC)cc1NC(=O)c1cccnc1
-8	-5	-3	1	6	7	-2	3	2	COCCNC(=O)Cn1nc(C(F)(F)F)c(Cl)c1C
0	10	5	0.96	4	5	11	5	21	O=C(O)c1ccc(CSc2nnc(-c3ccncc3)n2CC2CCCO2)cc1 (stereo not given)
2	2	4	1	-11	0	4	7	-4	CN(CCCNC(=O)C1CCC(=O)N1Cc1ccc(F)cc1)c1ccccc1 (stereo not given)
8	13	5	0.99	-19	7	4	6	-11	O=C(CN(CCc1ccccc1)C(=O)CNS(=O)(=O)c1ccccc1)NCC1CCCO1 (stereo not given)
-5	-12	4	1.1	1	-5	7	5	.	CCOC(=O)C1CCCN(c2c(N3CCN(C4CCCCC4)CC3)c(=O)c2=O)C1 (stereo not given)
-2	-12	7	0.98	5	-11	5	-36	-1	Cc1ccc(Oc2nc3ccccc3n3c(C)nnc23)cc1
-19	6	4	1	10	-33	-16	-12	16	O=C(COc1ccc(-c2nnco2)cc1)N1CCN(S(=O)(=O)c2ccccc2)CC1
18	17	-1	1	5	5	-8	11	-2	c1ccc(-n2nnnc2NCCc2c[nH]c3ccccc23)cc1
0	-13	7	0.99	-17	-22	-15	-1	-2	Cc1cc(C)cc(-n2nnc(C(=O)NCc3ccc4c(c3)OCO4)c2N)c1
2	7	-1	1	-4	1	-3	11	-8	CCN(CC)CCCN(Cc1cc2cc3c(cc2[nH]c1=O)OCCO3)C(=O)Nc1ccccc1
2	1	-3	1.1	12	9	-7	-2	-16	O=C(CCNS(=O)(=O)c1cccc2nsnc12)NCCc1ccccc1
2	9	9	1	3	-1	8	8	6	CN(C)C(=O)CSc1nnc(C23CC4CC(CC(C4)C2)C3)o1
0	8	-2	1	-22	11	12	5	-5	COC(=O)c1ccccc1NC(=O)CN1CCC(C(=O)c2ccc3c(c2)OCCO3)CC1
3	3	-1	1	-7	8	-6	-5	-4	O=C(Nc1nccs1)C1C2CC3OC(=O)C1C3C2 (stereo not given)
3	4	3	1	-1	5	11	10	5	O=C(c1ccccc1NS(=O)(=O)c1cccs1)N1CCCC1
5	10	5	1	6	5	13	6	-4	CCN1CCN(C(c2cccs2)C(C)NC(=O)CC(C)C)CC1 (stereo not given)
0	0	0	0.99	-13	4	6	-2	6	Cc1ccc(-n2nnc3c(=O)n(CC(=O)N4CCC(C)CC4)cnc32)cc1
3	-1	-1	1	-13	-2	-3	6	2	CC1CCc2nn(CC(=O)NCCCN3CCCC3=O)cc2C1 (stereo not given)
2	-1	-7	0.98	-1	0	0	-4	.	Cc1csc(NC(=O)CSc2nnc(Cc3cccn3C)n2CCc2ccccc2)n1
-3	16	.	1.1	3	9	-4	10	.	COc1ccc(-c2cnn(-c3ccccc3)c2N)cc1OC
5	-11	5	1.1	6	4	2	10	.	COc1ccc(Nc2oc(COc3cccc(C)c3)nc2C#N)cc1
4	8	3	0.97	-6	4	-19	8	4	O=C(Cn1nnc(-c2ccc(CN3CCOCC3)cc2)n1)NC1CCCCC1

Entries of single compounds, looked up by structure.
O=C(Nc1nccs1)C1C2CC3OC(=O)C1C3C2 (stereo not given) in the list: CatB mixtures: 3; C1s inh: 3; CatB block: -1; A340 absorber: 1; FXIIa mix inh: -7; FXIa mix inh: 8; CatS inh: -6; Cathepsin G inh: -5; CatL inh: -4
O=C(COc1ccc(S(=O)(=O)NCc2ccccc2)cc1)NCC1CCCO1 (stereo not given) in the list: CatB mixtures: -4; C1s inh: 3; CatB block: 2; A340 absorber: 1; FXIIa mix inh: -13; FXIa mix inh: -3; CatS inh: -2; Cathepsin G inh: 8; CatL inh: .

The results go on:
CatB mixtures	C1s inh	CatB block	A340 absorber	FXIIa mix inh	FXIa mix inh	CatS inh	Cathepsin G inh	CatL inh	canonical_smiles
4	-7	1	1	4	6	18	-1	.	Cc1ccc2c(c1)NC(=O)C(CC(=O)NCCCN1CCCC1=O)O2 (stereo not given)
1	13	4	1.1	9	8	-1	8	4	CCOc1ccccc1NC(=O)c1ccc2nccnc2c1
4	13	6	1	8	4	12	11	13	O=C1CC(N2CCN(c3ccc(S(=O)(=O)N4CCCC4)cc3)CC2)C(=O)N1c1ccc(F)cc1 (stereo not given)
-4	11	-2	1	3	4	-3	8	14	CC(OC(=O)CNC(=O)C12CC3CC(CC(C3)C1)C2)C(=O)Nc1ccc(N2CCOCC2)cc1 (stereo not given)
0	0	0	0.97	-18	4	-7	9	7	CCOCc1nnc(NC(=O)CSCc2ccccc2)s1
6	-3	4	1	0	1	9	-3	-1	O=C(COC(=O)CN1C(=O)C2CC=CCC2C1=O)Nc1cc(C(F)(F)F)ccc1N1CCOCC1 (stereo not given)
-13	-181	2	1	22	-26	-27	-22	6	CCC(C)[C@H](N)c1nnc(SCc2cccc(F)c2)o1 (stereo not given in full)
-1	-5	8	1	-14	3	16	1	18	O=C(NCc1ccc(F)cc1)c1cccc(S(=O)(=O)N2CCCC2)c1
6	8	7	1.1	12	10	9	14	.	COc1ccc2c(c1)Cc1sc(NC(=O)c3cccs3)nc1-2
-6	-35	-3	1.1	3	2	11	8	3	COc1ccc(N=c2scc(-c3ccc(S(=O)(=O)N4CCOCC4)cc3)n2CCCO)cc1
7	-15	0	1	14	4	7	-2	8	CC(C)CCOC(=O)C1C2C=CC3(CN(Cc4cccs4)C(=O)C13)O2 (stereo not given)
-1	-4	1	0.99	1	2	3	-4	5	COc1ccc(N(CC(=O)Nc2cccc(OC)c2)S(=O)(=O)c2c(C)nn(C)c2C)cc1
2	-10	-6	1	8	1	-11	-1	-16	Cc1ccc(C(=O)CSc2nnc(CNc3nc(-c4ccccc4)cs3)n2C)cc1
-2	-13	2	0.99	10	3	13	1	9	COc1ccccc1NC(=O)C(C)N1CCN(C/C=C/c2ccccc2)CC1 (stereo not given)
5	7	0	0.99	3	12	-2	9	8	CCSCC1COC(c2cccn2Cc2ccc(C)cc2)=N1 (stereo not given)
3	9	3	0.97	10	2	15	10	-12	NC(=O)c1ccc(-n2nnnc2SCc2ccccc2)cc1
4	13	1	1	8	8	-1	7	12	COc1cc(NC(=O)CSCc2cnn(-c3ccccc3)c2-n2cccc2)cc(OC)c1
8	-57	1	1	-3	8	18	-6	12	O=C(Cc1ccc(Cl)cc1)NCC(=O)N1CCCC1
-5	-6	-4	1.1	1	3	-3	0	-9	CCOC(=O)Cn1c(=O)c2c(nc3n2CCN3Cc2ccccc2)n(C)c1=O
